# Assay outcomes from PubChem.
# M. tuberculosis GlmU: inhibition of mycobacterial GlmU enzyme – biochemical, glucosamine-1-phosphate acetyltransferase (AID 1376). M. tuberculosis GlmU acetyltransferase enzyme assay; higher % means a stronger effect. one-dose inhibition, %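 (tested at 30 µM in the primary screen)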; IC50 in µM for titrated hits. 0.25% of 220,000 active; in the data active = inhibition above about 13%;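 also: 0% = complete reaction with vehicle and 100% = reaction without substrate; strong numbers were not always called active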
# RmlCD inh 1536: M. tuberculosis RmlC/RmlD inhibition. P9WH09+P9WH11. RmlC+RmlD coupled enzyme assay, percent inhibition; primary screen in compound mixtures. inhibition, % at 3.6 µM. 0.03% of 160,000 active; in the data active = inhibition mostly above about 34%, no sharp cut-off; also: some results filed as inactive read as strong as hits
# Target sequence (P9WH09 whole entry, looked up): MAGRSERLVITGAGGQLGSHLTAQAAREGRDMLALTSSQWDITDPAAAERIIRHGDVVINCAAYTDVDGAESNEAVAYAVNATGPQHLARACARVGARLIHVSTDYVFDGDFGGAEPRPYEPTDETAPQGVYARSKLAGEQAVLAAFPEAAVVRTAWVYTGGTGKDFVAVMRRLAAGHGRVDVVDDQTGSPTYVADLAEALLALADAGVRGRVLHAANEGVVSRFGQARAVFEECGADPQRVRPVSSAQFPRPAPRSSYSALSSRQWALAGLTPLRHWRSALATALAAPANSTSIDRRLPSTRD
# Target sequence (P9WH11 whole entry, looked up): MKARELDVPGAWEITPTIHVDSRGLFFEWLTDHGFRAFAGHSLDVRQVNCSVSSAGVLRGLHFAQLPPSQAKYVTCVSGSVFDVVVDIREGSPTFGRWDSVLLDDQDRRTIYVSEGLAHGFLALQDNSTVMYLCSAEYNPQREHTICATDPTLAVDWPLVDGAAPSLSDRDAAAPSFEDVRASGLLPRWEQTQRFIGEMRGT
# Starred values were filed as active, the others as inactive; nt = not tested or not shown. Only part of the results is shown; rates above refer to the full screens.
# A first look, 7 compounds:
SMILES,M. tuberculosis GlmU,RmlCD inh 1536
COC(=O)c1cccc(NC(=O)Nc2ccc(Cl)cc2)c1,nt,-8
O=C(COC(=O)CNC(=O)c1ccccc1)Nc1nc(-c2ccccc2)cs1,1.6%,7
O=C(c1ccccc1)c1ccccc1C(=O)N1CCCC1,13%*,nt
C[C@H](NC(=O)CCC1CCC(=O)N1)c1ccccc1 (stereo partly specified),-4.0%,nt
CCOC(=O)N1CCC(NC(=O)C2CCN(C(=O)c3cc4oc(C)cc4n3Cc3c(F)cccc3Cl)CC2)CC1,-9.6%,0
COc1ccc(/C=N/n2c(C)nnc2C)c(OC)c1,1.8%,nt
CCOC(=O)COc1ccc2c(c1)C(=O)CC1(CCN(C(C)=O)CC1)O2,-3.8%,nt

# Results, from the first entry:
SMILES,M. tuberculosis GlmU,RmlCD inh 1536
COC(=O)c1cccc(NC(=O)Nc2ccc(Cl)cc2)c1,nt,-8
O=C(COC(=O)CNC(=O)c1ccccc1)Nc1nc(-c2ccccc2)cs1,1.6%,7
O=C(c1ccccc1)c1ccccc1C(=O)N1CCCC1,13%*,nt
C[C@H](NC(=O)CCC1CCC(=O)N1)c1ccccc1 (stereo partly specified),-4.0%,nt
CCOC(=O)N1CCC(NC(=O)C2CCN(C(=O)c3cc4oc(C)cc4n3Cc3c(F)cccc3Cl)CC2)CC1,-9.6%,0
COc1ccc(/C=N/n2c(C)nnc2C)c(OC)c1,1.8%,nt
CCOC(=O)COc1ccc2c(c1)C(=O)CC1(CCN(C(C)=O)CC1)O2,-3.8%,nt
CC(=O)N1CCc2cc(S(=O)(=O)NCCC(=O)N3CCN(c4ccccn4)CC3)ccc21,-10%,-13
COc1ccc(NS(=O)(=O)c2ccc(S(=O)(=O)N3CCCC3)cc2)cc1Cl,-0.5%,nt
CN(C)/C=C/c1onc(-c2c(Cl)cccc2Cl)c1C#N,-7.8%,7
COc1ccccc1CNC(=O)/C=C/c1ccc(S(=O)(=O)N2CCOCC2)cc1,-1.9%,-12
C=CCn1c(SCC(=O)Nc2cccc(C)c2)nnc1-c1cnccn1,-2.7%,-14
COC(=O)c1ccc(C(C(=O)NC2CCCCC2)N(CCc2ccccc2)C(=O)Cc2cccs2)cc1 (stereo unspecified),5.0%,-8
CC(C1CC1)N(Cc1ccccc1)C(=O)NC(=O)c1cccc(F)c1 (stereo unspecified),-3.0%,-8
O=C(Nc1cccc(F)c1)C1CCN(c2nnnn2-c2ccccc2)CC1,2.6%,9
N/C(COc1cccc(C(F)(F)F)c1)=N\NC(=O)c1cccnc1Oc1ccccc1,1.5%,nt
Clc1cccc(/C=N/Nc2nnc(Cl)c3ccccc23)c1,2.3%,1
COc1ccc2c(c1)c1ncn(Cc3ccc(F)cc3)c(=O)c1n2C,4.0%,3
Cc1oc(-c2cccc(Cl)c2)nc1CN1CCC(C(=O)NCCCN2CCCC2=O)CC1,0.2%,-6
O=C(Nc1ccc(Cl)cc1)C1CC2CCCC(C1)C2=O (stereo unspecified),-3.4%,nt
O=C(NCCC1=CCCCC1)C(=O)NCC1OCCCN1S(=O)(=O)c1cc(F)ccc1F (stereo unspecified),7.7%,-6
CCN(CCNc1ccc(Cl)cc1[N+](=O)[O-])C(=O)c1cc([N+](=O)[O-])c(N(C)C)cc1OC,3.0%,7
Cc1ccccc1S(=O)(=O)/N=C(/c1ccccc1)N1CCOCC1,3.3%,3
COC(=O)c1ccccc1NC(=S)N(Cc1ccc2c(c1)OCO2)Cc1cc2ccc(C)cc2[nH]c1=O,4.7%,-8
O=C1CC(c2ccccc2)Cc2nc(N3CCc4ccccc43)ncc21 (stereo unspecified),1.3%,nt

# Next part
SMILES,M. tuberculosis GlmU,RmlCD inh 1536
CN1CCCc2cc(C#N)c(=O)[nH]c21,-3.0%,9
CC1=CC2=NC(=O)/C(=C/c3cccs3)C(=N)N2O1,3.6%,nt
Cc1nn(C)c(C(=O)Nc2ccc(Cn3cccn3)cc2)c1[N+](=O)[O-],nt,-9
Cn1nc(C(=O)NCCc2ccc(S(N)(=O)=O)cc2)c2ccccc2c1=O,-1.2%,4
Cc1[nH][nH]c(=O)c1C(c1cc([N+](=O)[O-])ccc1O)c1c(C)[nH][nH]c1=O,4.2%,-3
O=S(=O)(Cc1ccccc1)Cc1cnc(Cl)s1,-2.9%,-9
CCOc1cc(/C=N/NC(=O)Nc2ccccc2)ccc1O,-3.0%,-8
Cc1oc(=O)c(NC(=O)c2ccccc2)cc1C(C)O (stereo unspecified),1.4%,-6
CN(C)CC(C)(C)CNS(=O)(=O)c1cccc(Cl)c1Cl,0.7%,23
CCCCCCCOC(=O)C[N+](C)(C)CCOC1CC2CCC1(C)C2(C)C (stereo unspecified),-13%,-5
Cc1ccc(S(=O)(=O)N2CCN(c3ccc4nnc(-c5ccccc5)n4n3)CC2)cc1,-5.6%,7
O=C(Nc1ccc(S(=O)(=O)NCc2ccccc2)cc1)c1ccc(Br)o1,-0.2%,nt
O=C(Nc1ccc(NC(=O)C2CCCCC2)nc1)c1ccccn1,-2.6%,nt
COc1ccccc1NC(=O)Nc1ccc2[nH]c(=O)[nH]c2c1,1.3%,nt
Cc1ccccc1C(=O)c1cccn1CC(=O)NCCN1CCN(c2cccc(C)c2C)CC1,-5.8%,-8
NC(=O)NC(c1ccccc1)c1ccccc1,4.2%,nt
CCN(CC)S(=O)(=O)c1cccc(C(=O)Nc2cc(C)cc(C)c2)c1,2.0%,14
COc1ccc(CNC(=O)CN2C(=O)NC3(CCCCCC3)C2=O)cc1OC,0.7%,nt
COC(=O)CC(NC(=O)Nc1ccc(C)cc1)c1cccc([N+](=O)[O-])c1 (stereo unspecified),3.0%,15
O=C(/C=C/c1ccc(Cl)cc1)Nc1ccc(Br)cn1,5.7%,3
CCOc1nc(Nc2ccc(OC)cc2)nc(OCC)n1,6.6%,11
CC(C)OP(=O)(OC(C)C)C(NC(=O)c1ccccc1)C(N)=O (stereo unspecified),4.7%,nt
Cc1ccn2cc(C(=O)Nc3ccc4c(c3)OCCO4)nc2c1,3.0%,-1
CCOc1ccc(Cc2noc3c2C(=O)CC(C)(C)C3)cc1OCC,-5.9%,nt
c1ccc(-c2ccnc3nc(N4CCN(c5ccccc5)CC4)nn23)cc1,-5.2%,-8

# Following part:
SMILES,M. tuberculosis GlmU,RmlCD inh 1536
CCN1/C(=C2\C(=O)N(c3ccccc3)N=C2C)C=Cc2cc(C)ccc21,3.1%,20
O=C(Nc1c2c(nc3ccccc13)CCCC2)c1ccccc1Br,-3.4%,8
Cc1ccsc1C(=O)N1CCC(CO)(Cc2ccccc2)CC1,0.2%,2
O=C(CCC1COc2ccccc2O1)NCC1COc2ccccc2O1 (stereo unspecified),0.1%,-4
Cc1c(NC(=O)CSc2ccc(Cl)cc2)c(=O)n(-c2ccccc2)n1C,2.3%,nt
O=C(NC1=NN(c2ccccc2)CC1)Nc1ccccc1F,-2.4%,5
Cc1ccccc1C(=O)NNC1=NCCC1,5.4%,-3
Cc1ccc(C(=O)N/C(=C\c2ccccc2F)c2nc(=S)[nH][nH]2)cc1,2.6%,-8
Cc1cccc(Nc2cc(=O)[nH]c(=O)[nH]2)c1C,-0.1%,nt
C=CCOn1c(=O)c(-c2cc3ccccc3o2)[n+]([O-])c2ccccc21,-5.4%,6
CCCC/C=C/C(NC(=O)CCc1ccccc1)c1ccccc1 (stereo unspecified),0.3%,nt
O=C(CN1C(=O)C2C3C=CC(C3)C2C1=O)NCCc1ccccc1 (stereo unspecified),-3.3%,17
CCCCOC(=O)n1c(=O)oc2ccc(S(=O)(=O)N3CCCCC3)cc21,1.0%,-5
COc1ccc(-c2noc(CCC(=O)N3CCN(c4cc(C)ccc4C)CC3)n2)cc1,6.5%,-1
ClC1(Cl)CC1CSc1ncn[nH]1 (stereo unspecified),-2.2%,72
COc1ccc(Cl)cc1NC(=O)NCCN1CCCCC1,-3.0%,-4
O=C(NC(=S)Nc1ccc2[nH]ncc2c1)c1ccccc1,0.2%,nt
COc1ccc(-c2cc(=O)c3c(OC)c(OC)c(OC)cc3o2)cc1,0.2%,8
CCOC(=O)N1CCN(C(=O)CSc2nnc(-c3ccc(C(C)(C)C)cc3)o2)CC1,2.4%,-44
COC(=O)c1ccc(CSc2nc3sc(C(=O)O)c(C)c3c(=O)[nH]2)cc1,7.2%,26
Cn1c(-c2ccc3c(c2)OCO3)cc(=O)c2ccccc21,-7.0%,4
COCCNC(=O)C1CC(=O)N(C2CCCCC2)C1 (stereo unspecified),-0.3%,9
O=C(NCCCN1CCCCC1)C1(S(=O)(=O)c2ccc(Cl)cc2)CC1,-2.7%,-9
CCCc1cc(=O)[nH]c(SCC(=O)Nc2nc3ccc(OCC)cc3s2)n1,2.4%,nt
COc1ccccc1N(CC(=O)Nc1ccccc1C)S(C)(=O)=O,-1.8%,nt

# An excerpt of these results, with tabs.
Structure	M. tuberculosis GlmU	RmlCD inh 1536
O=C(CCC1COc2ccccc2O1)NCC1COc2ccccc2O1 (stereo unspecified)	0.1%	-4
Cc1c(NC(=O)CSc2ccc(Cl)cc2)c(=O)n(-c2ccccc2)n1C	2.3%	nt
O=C(NC1=NN(c2ccccc2)CC1)Nc1ccccc1F	-2.4%	5

# Quoted at random: 3 compounds from above.
SMILES,M. tuberculosis GlmU,RmlCD inh 1536
COc1ccccc1N(CC(=O)Nc1ccccc1C)S(C)(=O)=O,-1.8%,nt
CCCC/C=C/C(NC(=O)CCc1ccccc1)c1ccccc1 (stereo unspecified),0.3%,nt
CCCCOC(=O)n1c(=O)oc2ccc(S(=O)(=O)N3CCCCC3)cc21,1.0%,-5

# Remaining list, next part:
SMILES,M. tuberculosis GlmU,RmlCD inh 1536
Cc1ccc(NC(=O)Cc2noc3ccccc23)c(C)c1,-5.8%,9
CCOC(=O)Cn1c2[n+](c3ccccc31)CC(O)CS2 (stereo unspecified),-0.1%,44
Cc1cccc(OCC(O)CN2CC3(C)CC2CC(C)(C)C3)c1 (stereo unspecified),3.2%,6
CC(/C=N/n1c(-c2ccccn2)n[nH]c1=S)=C\c1ccccc1,0.3%,nt
O=c1cc(NCc2ccc3c(c2)OCO3)[nH]c(=O)n1-c1ccc(Cl)cc1,-2.1%,-4
O=C(CCc1ccccc1)NNC(=O)c1ccccc1Br,2.9%,13
O=C1CC(c2ccco2)Cc2nc(Nc3ccc(F)cc3)ncc21 (stereo unspecified),1.7%,nt
COc1ccc(/C=C/C(=O)c2ccc3c(c2)OCO3)c(OC)c1,7.5%,-11
CC(C)CNC(=O)C(=O)NC1CCCC1,3.9%,nt
Cc1cc(C(=O)C(=O)N(C)C)c(C)n1-c1ccc(Cl)cc1,1.3%,-9
COc1ccc(/C(C)=N\NC(=O)CSc2nnc(C)s2)cc1,-0.3%,5
COCCCn1c(SCC(=O)NC2CCCCC2)nnc1-c1ccncc1,2.0%,nt
Cc1cc(C(=O)NCc2cccs2)c(C)o1,-0.9%,-4
O=C1CC(c2ccccc2)CC(O)=C1C=Nc1ccccc1Cl (stereo unspecified),8.6%,nt
COc1ccc(N2CCN(C(=O)COc3ccc4c(C)cc(=O)oc4c3)CC2)cc1,1.1%,10
Cn1nc(C(F)(F)F)c(-c2ccccc2)c1NC(=O)c1nccnc1C(=O)O,-1.2%,46
CCOc1ccccc1CNC(=O)C1CCC(=O)N1C(C)C (stereo unspecified),-4.9%,0
O=C(Nc1ccccc1)N1N=C(c2cccs2)CC1c1cccs1 (stereo unspecified),0.3%,-1
COc1ccc(-c2ccc(SCC(=O)NCc3ccc4c(c3)OCO4)nn2)cc1OC,5.3%,-8
CCOC(=O)N1CCC(Nc2c(N3CCN(c4cc(Cl)ccc4C)CC3)c(=O)c2=O)CC1,3.7%,nt
CCN(CC)S(=O)(=O)c1cccc(C(=O)Oc2cccnc2)c1,-8.3%,nt
CCc1cccc(NC2c3ccccc3C(=O)N2c2cccnc2)c1 (stereo unspecified),-3.9%,1
COC(=O)c1ccc2c(=O)n(Cc3ccco3)c(SCC(=O)Nc3cc(C)on3)nc2c1,1.8%,6
COc1ccccc1CN1CCN(C(=O)COc2ccccc2)CC1,-5.5%,nt
O=C(CNCC1CCCO1)N1CCCCCC1 (stereo unspecified),1.6%,13

# The list continues.
SMILES,M. tuberculosis GlmU,RmlCD inh 1536
COc1ccc(NC(=O)c2ccccn2)cc1OC,2.2%,1
CCOc1ccc(-c2cc(C(=O)Nc3ccc4c(c3)OCCO4)c3ccccc3n2)cc1,0.8%,-9
COc1ccc(NC(=O)CN(C)S(=O)(=O)c2cccs2)cc1,-2.9%,-14
O=c1c(Cl)c(NCCO)cnn1-c1cccc(Cl)c1,1.1%,-9
COc1ccc(N(Cc2ccccc2)S(=O)(=O)c2cccc(C(=O)O)c2)cc1,1.1%,2
COCCCNc1nc2nonc2nc1N1CCN(Cc2cccc(C)c2)CC1,0.9%,nt
CN(Cc1c(F)cccc1Cl)C(=O)c1cc2ccccc2o1,1.2%,4
CC1CCN(C(c2ccc(N(C)C)cc2)c2nnnn2Cc2ccccc2)CC1 (stereo unspecified),9.5%,nt
CCOC(=O)c1ccc(NC(=O)N2CCOCC2)cc1,-0.7%,-9
Cc1ccc(-c2csc(NC(=O)CSC3=NCCS3)n2)cc1,-2.6%,nt
Cc1ccc(NC(=O)CN(C)C(=O)CSc2nc(C)cs2)cc1,-3.5%,5
CCOC(=O)N1CCN(C(=O)c2cccc(NC(=O)c3ccco3)c2)CC1,-4.0%,16
CCOC(=O)c1c(C)[nH]c(C)c1C(=O)CSc1nc2ccccc2c(=O)n1-c1ccccc1C,-2.6%,-5
O=C(c1cnn2c1NC(c1ccc(Br)cc1)CC2C(F)(F)F)N1CCN2CCCC2C1 (stereo unspecified),0.8%,7
C/C=C(/C)C(=O)Nc1cccc(C2=NOC3(C2)C[C@@H](C(N)=O)N(C(=O)CCCCC)C3)c1 (stereo partly specified),-0.5%,nt
COc1ccc(C(=O)C2CN(c3ccccc3)CC2c2ccc(Cl)cc2)cc1 (stereo unspecified),0.8%,-8
COc1ccccc1N(CC(=O)NC1CCCC1)C(=O)CCC(=O)Nc1cc(C)on1,-0.8%,7
COc1ccccc1/C=N/NC(=O)CCSc1ccccc1,3.0%,1
S=c1nc(-c2ccc(Cl)cc2)[nH][nH]1,1.9%,35
